Source: PubChem BioAssay (National Center for Advancing Translational Sciences (NCATS))
N370S GC = inhibits or activates N370S mutant glucocerebrosidase | AID 2101 | actives 0.092% (n = 330,000) | P04062 | N370S GC spleen homogenate, 4MU-glucoside fluorescence | Potency, µM (doses to about 59.4 µM), inactives show at the highest dose activity change, negative = inhibition, actives largely listed as inhibitors;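 note: 0% = full enzyme activity and -100% = no enzyme basal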
KAT2A inh = blocks human GCN5L2 histone acetyltransferase. Q92830. GCN5L2 HAT assay, ThioGlo1 CoA-SH fluorescence. Potency, µM (series often up to 58.9 µM), for the others: top-dose activity change, negative = inhibition, most hits filed as inhibitors. actives 0.21% (n = 390,000). AID 504327
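Enzyme at 20nM final was mixed with library compounds for 15 min at room temperature. Peptide H3(1-25) at 75uM, acetyl-CoA at 70uM and ThioGlo1 at 50uM were then added. Plates were read immediately and after 20 min (Ex340nm/Em540nm).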
FEN1 inhibitor = blocks human flap endonuclease 1 | P39748 | Recombinant FEN1 flap cleavage, fluorescence, 15 min | Potency, µM (doses to about 114 µM), for the others: top-dose activity change, negative = inhibition, usual class: inhibitors | actives 0.35% (n = 390,000) | AID 588795; note: nearly all actives have a fitted effect of over 65% in size
Target sequence (P39748 whole entry, looked up): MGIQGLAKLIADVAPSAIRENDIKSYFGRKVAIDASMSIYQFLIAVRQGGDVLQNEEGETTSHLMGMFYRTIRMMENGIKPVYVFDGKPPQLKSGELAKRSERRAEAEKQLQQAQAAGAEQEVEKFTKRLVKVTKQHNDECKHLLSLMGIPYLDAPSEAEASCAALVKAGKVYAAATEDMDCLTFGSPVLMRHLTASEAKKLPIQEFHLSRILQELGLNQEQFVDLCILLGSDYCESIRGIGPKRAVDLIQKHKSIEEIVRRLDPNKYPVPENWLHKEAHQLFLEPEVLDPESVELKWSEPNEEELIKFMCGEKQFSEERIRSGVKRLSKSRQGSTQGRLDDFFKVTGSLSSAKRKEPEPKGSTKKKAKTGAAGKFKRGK
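Steps: FEN1 (10 nM) dispensed; compound added by pin tool; 15 min at room temperature; substrate added to 50 nM final; reads at 0 min and 15 min; data normalized and fitted (four-parameter Hill).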
Active calls of the source: *; & = joins results of further samples; [ ] = another dose, or the depositor's remark. Calls come from the whole dose curve; as a rule, active = well fitted curve in the direction sought with a large enough effect; inconclusive = small, poorly fitted or top-dose-only effect, or another doubt; inactive = no such curve, though single readings can be large; an effect the other way counts as inactive or inconclusive. Unless noted, % is set by controls: 0 for no effect and ±100 for the full control effect; potency is the fitted concentration of half-maximal effect.

Results for O=C(NC1CC1)c1ccc(Cn2c(SCc3ccccc3F)nc3cccnc32)cc1 ?
KAT2A inh: -8%; FEN1 inhibitor: 7%

What do the screens show for `Cc1cccc(N(C)C(=O)CCS(=O)(=O)c2ccc3c(c2)n(C)c(=O)c(=O)n3C)c1`?
KAT2A inh: -8%; FEN1 inhibitor: -4%

Results for CCOC(=O)c1ccc(NC(=O)c2ccc3c(c2)NC(=O)c2ccccc2S3)cc1 ?
KAT2A inh: -10%; FEN1 inhibitor: -1%

How did COc1ccc(NC(=O)CCCc2ccccc2)c(OC)c1 do in these assays?
N370S GC: -1%; KAT2A inh: -9%; FEN1 inhibitor: -15%

How did COc1ccc(-c2cc(C(C)=O)c(C)n2CCC(=O)Nc2cccc(C)c2C)cc1 do in these assays?
KAT2A inh: -3%; FEN1 inhibitor: 0%

Results for COC(=O)[C@H]1CCCN1C(=O)Nc1cccc(Oc2c(F)c(F)c(F)c(F)c2F)c1 ?
N370S GC: 2%; KAT2A inh: -3%; FEN1 inhibitor: -3%

What do the screens show for `Cc1ccc(NC(=O)CSc2c3c(nc4ccccc24)CCCC3)cc1F`?
KAT2A inh: -11%; FEN1 inhibitor: -19%

Results for COc1ccc(NC(=O)CSc2nnnn2C2CCCCC2)cc1 ?
N370S GC: 4%; KAT2A inh: -6%; FEN1 inhibitor: -11%

What do the screens show for `O=C1C2CC=CCC2C(=O)N1c1ccc(NCCc2ccccc2)c([N+](=O)[O-])c1` (stereo not drawn)?
N370S GC: 4%; KAT2A inh: -9%; FEN1 inhibitor: 7%

What do the screens show for `CCOC(=O)c1[nH]c(C)c(CCC(=O)N2CCN(c3ccc(OC)cc3)CC2)c1C`?
KAT2A inh: -4%; FEN1 inhibitor: -7%

Results for OCC1(CCCc2ccccc2)CCN(Cc2cnc(N3CCOCC3)s2)CC1 ?
N370S GC: 2%; KAT2A inh: -8%; FEN1 inhibitor: 2%

How did COc1cc(NC(=O)c2[nH]c(C)c(C(C)=O)c2C)cc(OC)c1OC do in these assays?
N370S GC: -2%; KAT2A inh: -2%; FEN1 inhibitor: inconclusive

What do the screens show for `O=C(NC(=S)N1CCCc2ccccc21)c1ccccc1`?
KAT2A inh: -5%; FEN1 inhibitor: -8%

What do the screens show for `Cn1c(=O)c2c(nc(NC3CCCCC3)n2CC(O)COc2ccccc2)n(C)c1=O` (stereo not drawn)?
N370S GC: 3%[2.35 µM]; KAT2A inh: -1%; FEN1 inhibitor: -3%

How did COc1ccc(Br)cc1CN1CCCC(C(=O)N2CCCCCC2)C1 (stereo not drawn) do in these assays?
N370S GC: -1%; KAT2A inh: -7%; FEN1 inhibitor: -1%

Results for Cc1ccc(-c2nc(CN3CCN(C(=O)C4CCCO4)CC3)cs2)cc1 (stereo not drawn) ?
N370S GC: 1%; KAT2A inh: -9%; FEN1 inhibitor: 1%

What do the screens show for `Cc1c(NC(=O)CSc2ccccc2Cl)c(=O)n(-c2ccccc2)n1C`?
N370S GC: -10%; KAT2A inh: 3%; FEN1 inhibitor: -9%

Results for Cc1ccc(-c2nn(C)c(=O)c3ccccc23)cc1CNC(=O)c1ccccc1 ?
N370S GC: 19%; KAT2A inh: -4%; FEN1 inhibitor: -16%

Results for Cc1ccc(Cn2nc(C)cc2C(=O)Nc2ccc(Cl)cc2)cc1 ?
N370S GC: 23%; KAT2A inh: -6%; FEN1 inhibitor: -27%

How did COc1ccc(N=c2oc3ccccc3cc2C(=O)Nc2ccccn2)cc1OC do in these assays?
N370S GC: 10%; KAT2A inh: -10%

Results for Cn1c(=O)oc2cc(S(=O)(=O)N3CCCC(C(=O)N4CC=C(c5ccccc5)CC4)C3)ccc21 (stereo not drawn) ?
N370S GC: 2%; KAT2A inh: -5%

What do the screens show for `O=C(N/N=C1\CC2CC=CC12)c1ccc(O)cc1` (stereo not drawn)?
N370S GC: 2%; KAT2A inh: -1%; FEN1 inhibitor: 13%

What do the screens show for `COc1ccc(N2CCN(c3cc(C)nc4ccc(OC)cc34)CC2)cc1`?
N370S GC: -11%; KAT2A inh: -4%; FEN1 inhibitor: -13%

Results for Cc1ccc(S(=O)(=O)N2CCCC2C(=O)N2CCCCCC2)cc1 (stereo not drawn) ?
N370S GC: 4%; KAT2A inh: -21%; FEN1 inhibitor: 5%

What do the screens show for `Cc1ccc(Cl)cc1N(Cc1ccc(C(=O)NCc2cccnc2)cc1)S(=O)(=O)c1ccccc1`?
N370S GC: -17%; KAT2A inh: -22%; FEN1 inhibitor: 2%

What do the screens show for `O=C(Oc1ccccc1)N1CCC[C@@]2(CCN(c3ncccn3)C2)C1`?
N370S GC: 7%; KAT2A inh: -2%

What do the screens show for `Cc1ccc(N=Nc2c(N)[nH]n3c(=O)cc(-c4ccccc4)nc23)cc1`?
N370S GC: 3%; KAT2A inh: -20%; FEN1 inhibitor: -15%

What do the screens show for `COc1ccc(C(CNC(=O)c2oc3cc(C)c(Cl)cc3c2C)N2CCCCC2)cc1` (stereo not drawn)?
N370S GC: 8%; KAT2A inh: -7%&4%; FEN1 inhibitor: -9%&-6%

What do the screens show for `NC(=O)CCC(C(=O)O)N1C(=O)c2ccc(O)cc2C1=O` (stereo not drawn)?
N370S GC: 16%; KAT2A inh: -6%; FEN1 inhibitor: -13%

Results for Cc1cc(N2CCN(C)CC2)nc2ccc(NC(=O)Nc3ccc(F)cc3F)cc12 ?
KAT2A inh: -6%; FEN1 inhibitor: 15%

What do the screens show for `CCC1CCCCN1CCCNC(=O)c1ccc2c(c1)N(Cc1cccc(C)c1)C(=O)c1ccccc1S2(=O)=O` (stereo not drawn)?
KAT2A inh: -1%; FEN1 inhibitor: -22%

Results for N#Cc1ccc(C(=O)NC(=S)N2CCOCC2)cc1 ?
KAT2A inh: 2%; FEN1 inhibitor: 18%

How did CC[C@H](C)[C@H](NC(=O)[C@H](CC(C)C)NC(=O)[C@H](CC(N)=O)NC(=O)[C@@H](NC(=O)[C@@H](N)Cc1ccc(O)cc1)[C@@H](C)CC)C(=O)N[C@@H](Cc1ccc(O)cc1)C(=O)N[C@@H](CCCN=C(N)N)C(=O)N[C@@H](CC(C)C)C(=O)N[C@@H](CCCN=C(N)N)C(=O)N[C@@H](Cc1ccc(O)cc1)C(N)=O do in these assays?
N370S GC: 0%; KAT2A inh: -1%

How did CC1CCC(NCCNC(=O)c2ccco2)CC1 (stereo not drawn) do in these assays?
N370S GC: -3%; KAT2A inh: 1%; FEN1 inhibitor: 3%

What do the screens show for `C/C(=N/Nc1nc(C)c(C)s1)c1cccc([N+](=O)[O-])c1`?
N370S GC: -2%; KAT2A inh: -2%; FEN1 inhibitor: 11%

Results for CCOC(=O)c1c(NC(=O)CSc2nnc(CNc3ccc(OC)cc3)n2C)sc(C)c1C ?
N370S GC: 0%; KAT2A inh: -5%; FEN1 inhibitor: 6%

How did Cc1cccn2c(=O)c(/C=C3\SC(=S)N(CC(C)C)C3=O)c(NCCCOC(C)C)nc12 do in these assays?
N370S GC: 5%; KAT2A inh: -8%; FEN1 inhibitor: -18%

What do the screens show for `CC1CCCCN1C(=O)c1cnn2c(C(F)(F)F)cc(-c3ccco3)nc12` (stereo not drawn)?
N370S GC: -8%; KAT2A inh: -14%; FEN1 inhibitor: 1%

Results for CCN(CC)S(=O)(=O)c1ccc2oc(SCC(=O)Nc3cc(C)on3)nc2c1 ?
N370S GC: 1%; KAT2A inh: -1%; FEN1 inhibitor: -4%

Results for O=C(O)CCc1ccc(-c2ccc(Br)cc2)n1NC(=O)c1ccc([N+](=O)[O-])cc1 ?
N370S GC: 8%; KAT2A inh: -6%; FEN1 inhibitor: 15%

Results for CC(=O)Oc1ccc2c(c1)C(=O)c1ccccc1C2=O ?
N370S GC: -4%; KAT2A inh: 2%; FEN1 inhibitor: 4%

What do the screens show for `COc1ccc(NC(=O)N(C)C[C@H]2Oc3ccc(NC(=O)NC4CCCCC4)cc3C(=O)N([C@H](C)CO)C[C@@H]2C)cc1`?
KAT2A inh: -6%; FEN1 inhibitor: -8%

How did CC(=O)Nc1cc(N2C(=O)CCC2=O)ccc1Cl do in these assays?
N370S GC: -18%; KAT2A inh: -6%; FEN1 inhibitor: -1%

How did O=C(Nc1ccc(-c2nc3ccccc3[nH]2)cc1)C1CCCO1 (stereo not drawn) do in these assays?
N370S GC: -3%; KAT2A inh: -3%; FEN1 inhibitor: -11%

Results for Cc1cc(NC(=O)c2ccc(S(=O)(=O)N3CCOCC3)cc2)no1 ?
N370S GC: -2%; KAT2A inh: -1%; FEN1 inhibitor: 0%

Results for Cc1ccc(C)c(NS(=O)(=O)c2cc(C(=O)NCc3ccccn3)ccc2Cl)c1 ?
N370S GC: 0%; KAT2A inh: -9%; FEN1 inhibitor: -2%

Structures shown so far containing a Cl atom:
What do the screens show for `Cc1c(NC(=O)CSc2ccccc2Cl)c(=O)n(-c2ccccc2)n1C`?
N370S GC: -10%; KAT2A inh: 3%; FEN1 inhibitor: -9%

Results for Cc1ccc(Cn2nc(C)cc2C(=O)Nc2ccc(Cl)cc2)cc1 ?
N370S GC: 23%; KAT2A inh: -6%; FEN1 inhibitor: -27%

What do the screens show for `Cc1ccc(Cl)cc1N(Cc1ccc(C(=O)NCc2cccnc2)cc1)S(=O)(=O)c1ccccc1`?
N370S GC: -17%; KAT2A inh: -22%; FEN1 inhibitor: 2%

What do the screens show for `COc1ccc(C(CNC(=O)c2oc3cc(C)c(Cl)cc3c2C)N2CCCCC2)cc1` (stereo not drawn)?
N370S GC: 8%; KAT2A inh: -7%&4%; FEN1 inhibitor: -9%&-6%

How did CC(=O)Nc1cc(N2C(=O)CCC2=O)ccc1Cl do in these assays?
N370S GC: -18%; KAT2A inh: -6%; FEN1 inhibitor: -1%

Results for Cc1ccc(C)c(NS(=O)(=O)c2cc(C(=O)NCc3ccccn3)ccc2Cl)c1 ?
N370S GC: 0%; KAT2A inh: -9%; FEN1 inhibitor: -2%
